High-throughput results deposited in PubChem by several laboratories.
ADAM10 inh: ADAM10 inhibition, QFRET primary screen. inhibition, % at 7 µM. recombinant ADAM10, EDANS/DABCYL FRET peptide cleavage, 3 h. 0.62% of 370,000 active. AID 720582;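 active means inhibition above a per-campaign cutoff equal to the mean of compounds falling between control-based bounds plus 3 SD, cut at about 20% in these data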;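 further: 0% = DMSO wells while the 100% control is not disclosed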
GAA850 FXN act: increases GAA850 frataxin promoter reporter activity | HEK293 lucGAA850 FXN promoter luciferase reporter, 24 h; percent of 10 µM SAHA response | activation, % at 6 µM | 0.56% of 360,000 active | AID 540364;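 active means activation above the average of all compounds screened plus 3 SD, cutoff fixed separately per campaign, cut at about 7.5% in these data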;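 further: 0% = DMSO wells and 100% = 10 µM SAHA wells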
DAX1 inh-1: DAX1 (NR0B1) inhibition, primary screen; 1.1% of 370,000 active; inhibition, % at 6.8 µM; HEK293T StAR-luciferase reporter, SF-1/DAX-1 repression relief; AID 652010;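 active means inhibition above the mean over all tested compounds plus 3 SD, cut at about 3.6% in these data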;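 further: 0% = DAX-1 cells with DMSO and 100% = cells lacking DAX-1 with DMSO; higher inhibition means more luminescence from relief of DAX-1 repression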
SMARCA2 activ: SMARCA2 function activation, primary screen | AID 652017 | 1% of 370,000 active | activation, % at 9.1 µM | MG213 cells, MMTV-luciferase reporter, dexamethasone, overnight; in the data active means activation above about 7.8%;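 further: 0% = vehicle wells and 100% = reference activator wells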
ssDAF12 agonist: S. stercoralis DAF-12 activation, primary screen. HEK293 ssDAF-12/GRIP1 lit1-tk-luc reporter, luminescence; % of 3 µM dafachronic acid response. activation, % at 6.8 µM. 1% of 370,000 active;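 active means activation above the mean over all tested compounds plus 3 SD, cut at about 0.9% in these data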;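 further: 0% = DMSO-only wells and 100% = 3 µM delta7-dafachronic acid wells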
GC-A act: GC-A (human) enzyme activation | activation, % at 10 µM | P16066 | AID 1671463 | 0.14% of 370,000 active | HEK293 GC-A cells, cGMP TR-FRET, EC30 ANP; 0% at EC30 ANP, 100% saturating ANP; in the data active means activation above about 40%
hcDAF-12 act: H. contortus DAF-12 activation, primary screen; activation, % at 6.8 µM; 1.4% of 370,000 active; HEK293 hcDAF-12 lit1-tk-luc reporter, luminescence; 0% DMSO, 100% Δ7-dafachronic acid;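 active means activation above the mean of all tested compounds plus 3 SD, cut at about 5.5% in these data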;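 further: 100% = response to 3 µM Δ7-dafachronic acid high control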
PG9 binder: PG9 antibody binding by small molecule. 0.43% of 360,000 active. AID 624416. TR-FRET gp120-PG9 antibody binding. inhibition, % at 6.7 µM; in the data active means inhibition above about 8.5%
hgDAF12 agonist: agonists of H. glycines DAF-12 nuclear receptor. HEK293 GAL4-hgDAF12 UAS-luciferase reporter, agonist luminescence; normalized to butyrate control. activation, % at 6.8 µM. 1.8% of 370,000 active;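 active means activation above a cutoff set at the mean of all screened compounds plus 3 SD, cut at about 10% in these data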;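 further: 0% = DMSO wells and 100% = sodium butyrate wells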
ADAM17 inh: inhibits human ADAM17. P78536. recombinant ADAM17, EDANS/DABCYL FRET peptide cleavage. inhibition, % at 6.95 µM. 0.83% of 370,000 active. AID 720648;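 active means inhibition above the mean of compounds lying between control limits plus 3 SD, set per campaign, cut at about 8.5% in these data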;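 further: 0% = DMSO-only wells as the low control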
Target sequence (P78536 215-824 limits assumed): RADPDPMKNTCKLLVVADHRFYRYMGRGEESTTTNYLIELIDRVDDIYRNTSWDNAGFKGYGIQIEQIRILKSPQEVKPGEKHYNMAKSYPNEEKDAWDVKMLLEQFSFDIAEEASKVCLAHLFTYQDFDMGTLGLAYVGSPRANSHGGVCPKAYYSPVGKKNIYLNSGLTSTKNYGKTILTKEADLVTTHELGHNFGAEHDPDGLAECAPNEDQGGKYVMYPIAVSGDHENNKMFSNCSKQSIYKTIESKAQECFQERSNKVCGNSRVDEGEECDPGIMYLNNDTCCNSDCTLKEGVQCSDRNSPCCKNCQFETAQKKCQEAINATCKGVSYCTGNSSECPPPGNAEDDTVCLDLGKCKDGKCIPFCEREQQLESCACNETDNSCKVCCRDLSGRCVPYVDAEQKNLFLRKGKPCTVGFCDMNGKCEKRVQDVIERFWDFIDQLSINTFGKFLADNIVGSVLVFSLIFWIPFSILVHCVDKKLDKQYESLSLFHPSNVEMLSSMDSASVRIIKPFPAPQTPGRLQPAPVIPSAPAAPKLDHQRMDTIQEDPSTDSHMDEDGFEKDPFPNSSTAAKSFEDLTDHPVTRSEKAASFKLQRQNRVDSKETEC
DAX1 inh-2: inhibits human nuclear receptor DAX1 | 0.99% of 340,000 active | inhibition, % at 6.75 µM | AID 504766 | HEK293 Gal4-DAX1 luciferase reporter, luminescence | P51843;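 active means inhibition above the mean over all tested compounds plus 3 SD, cut at about 4.2% in these data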;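 further: 0% = DAX1-transfected cells with DMSO and 100% = empty-vector control cells with DMSO; inhibition shows as a rise in luminescence from relieved DAX1 repression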
Target sequence (P51843 207-470 limits assumed): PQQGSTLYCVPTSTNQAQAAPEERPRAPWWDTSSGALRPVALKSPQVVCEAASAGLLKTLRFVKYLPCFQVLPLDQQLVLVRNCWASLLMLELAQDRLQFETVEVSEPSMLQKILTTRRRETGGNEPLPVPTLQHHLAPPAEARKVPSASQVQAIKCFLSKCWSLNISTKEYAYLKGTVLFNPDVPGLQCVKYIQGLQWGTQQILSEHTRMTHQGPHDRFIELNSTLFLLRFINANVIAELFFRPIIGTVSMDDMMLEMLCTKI
* hit, by the source's call; i = inactive; nt = not tested or not shown.

1. CCC[C@@H]1CCCO[C@@](C(=O)NCCN2CCOCC2)(C(F)(F)F)C1
2. COc1ccc(CNC(=O)COC(=O)[C@H](Cc2ccccc2)NC(=O)c2cccs2)cc1
3. CC1(C)CC(=O)C(N=Nc2ccc(Cl)cc2)=C(O)C1
4. COc1ccc(NC(=O)N2c3ccc(OC)cc3C(C)=CC2(C)C)cc1
5. CCc1sc(N)nc1-c1ccccc1
6. Cc1ccc2oc(=O)c3cc(C(=O)NCCN4CCc5ccccc5C4)sc3c2c1
7. COc1cc(OC)c(C=O)c(OC(=O)N2CCOCC2)c1
8. O=C(Nc1nccs1)c1cccc(S(=O)(=O)N2CCOCC2)c1
screen / no.,1,2,3,4,5,6,7,8
ADAM10 inh,-2,-11,4,-19,1,-78,-16,4
GAA850 FXN act,-0.8,1.1,1.1,1.9,-2.8,0.6,2.2,1.4
DAX1 inh-1,0.1,-0.6,-0.3,-0.3,-0.5,1.0,0.0,0.9
SMARCA2 activ,0,-3,3,2,-1,1,-1,1
ssDAF12 agonist,-1.3,-1.5,-1.1,-1.5,-0.8,-0.7,-0.6,-1.3
GC-A act,4,-9,0,3,5,4,-2,3
hcDAF-12 act,-0.3,0.1,-0.1,0.3,-0.8,1.6,-0.7,-3.1
PG9 binder,-0.9,1.0,-0.8,-3.5,-2.7,-1.4,-0.5,-1.5
hgDAF12 agonist,0.5,-3.6,-1.4,1.5,-1.5,2.6,-1.9,0.0
ADAM17 inh,2,0,-3,-5,1,-18,-6,-2
DAX1 inh-2,1.6,-0.4,-0.1,-1.5,1.0,3.0,1.1,-0.6

2 of the compounds above, with two lines to a compound:
Every second line gives: ADAM10 inh, GAA850 FXN act, DAX1 inh-1, SMARCA2 activ, ssDAF12 agonist, GC-A act, hcDAF-12 act, PG9 binder, hgDAF12 agonist, ADAM17 inh, DAX1 inh-2
4) COc1ccc(NC(=O)N2c3ccc(OC)cc3C(C)=CC2(C)C)cc1
    -19, 1.9, -0.3, 2, -1.5, 3, 0.3, -3.5, 1.5, -5, -1.5
5) CCc1sc(N)nc1-c1ccccc1
    1, -2.8, -0.5, -1, -0.8, 5, -0.8, -2.7, -1.5, 1, 1.0

Returning to the listing with the four entries that preceded the break.
5. CCc1sc(N)nc1-c1ccccc1
6. Cc1ccc2oc(=O)c3cc(C(=O)NCCN4CCc5ccccc5C4)sc3c2c1
7. COc1cc(OC)c(C=O)c(OC(=O)N2CCOCC2)c1
8. O=C(Nc1nccs1)c1cccc(S(=O)(=O)N2CCOCC2)c1
9. C[C@H](CO)N1C[C@H](C)[C@@H](CN(C)C(=O)Nc2ccccc2)Oc2c(NC(=O)Nc3ccccc3)cccc2C1=O
10. CC(=O)OCC1OC(OC(C)=O)C(NC(=O)c2cccnc2)C(OC(C)=O)C1OC(C)=O (stereo not drawn)
11. C/C(=C\c1ccc2c(c1)OCO2)C(=O)c1c(C)cc(C)[nH]c1=O
12. COC(=O)C1=C(CSc2nc3ccccc3o2)NC(=O)NC1c1cc(C)ccc1C (stereo not drawn)
13. O=C1OC(c2ccc(Br)cc2)=N/C1=C\N1CCCCC1
14. O=C(N[C@@H](CCC/[N+]([O-])=C/c1ccccc1)C(=O)O)OCc1ccccc1
15. COc1cc(C(O)c2nc3ccccc3n2C(C)C)cc(OC)c1OC (stereo not drawn)
16. COc1ccccc1C(=O)NNC1=C(C(=O)C(F)(F)F)CCC1
screen / no.,5,6,7,8,9,10,11,12,13,14,15,16
ADAM10 inh,1,-78,-16,4,0,-1,-1,4,3,-10,7,0
GAA850 FXN act,-2.8,0.6,2.2,1.4,-1.1,0.0,0.1,-0.2,3.9,0.6,4.3,0.2
DAX1 inh-1,-0.5,1.0,0.0,0.9,-0.2,-0.4,0.0,-0.6,0.8,-0.4,0.1,1.8
SMARCA2 activ,-1,1,-1,1,1,-1,-2,1,0,-4,-1,3
ssDAF12 agonist,-0.8,-0.7,-0.6,-1.3,-1.6,-0.8,0.3,-1.1,-0.6,-0.1,-1.0,0.9*
GC-A act,5,4,-2,3,1,-2,4,-8,-12,-1,1,-2
hcDAF-12 act,-0.8,1.6,-0.7,-3.1,-2.4,1.5,-2.2,-2.1,-0.2,-1.2,-1.1,4.3
PG9 binder,-2.7,-1.4,-0.5,-1.5,0.6,-1.2,-2.1,-1.4,-1.1,-0.1,-1.4,-3.0
hgDAF12 agonist,-1.5,2.6,-1.9,0.0,-2.2,-1.1,0.7,-4.2,5.5,-2.4,2.6,8.5
ADAM17 inh,1,-18,-6,-2,-6,0,1,3,-3,-4,0,-2
DAX1 inh-2,1.0,3.0,1.1,-0.6,-0.6,1.4,-1.8,-0.3,2.7,0.7,-1.3,1.9

17. Oc1c(C(Nc2cccc(C(F)(F)F)c2)c2ccncc2)ccc2cccnc12 (stereo not drawn)
18. Cc1nc2nc(SCC(=O)NCCCN3CCCCC3)nn2c(C)c1Cc1ccccc1
19. Cc1cccnc1NCc1ccc(O)c2ncccc12
20. CN(C)CCCN1C(=O)CSC1c1ccc([N+](=O)[O-])cc1 (stereo not drawn)
21. CCOc1ccccc1NC(=O)NNS(=O)(=O)c1cc(OC)ccc1OC
22. N#Cc1nc(-c2ccccc2F)oc1NC1CCCCC1
23. Cc1ccc(C2c3c(n[nH]c3C)C(=O)N2c2ccccc2)cc1 (stereo not drawn)
24. O=C(NNC(=O)c1ccccc1[N+](=O)[O-])c1ccccn1
screen / no.,17,18,19,20,21,22,23,24
ADAM10 inh,12,8,-12,-13,-4,i,4,-2
GAA850 FXN act,-3.5,0.0,-0.5,1.5,0.2,3.8,nt,0.7
DAX1 inh-1,-1.3,0.1,-0.7,-0.1,-1.0,-0.2,1.7,0.0
SMARCA2 activ,-3,5,0,-2,1,-1,3,-3
ssDAF12 agonist,-1.5,-1.2,-1.2,-2.3,-0.3,-1.4,-0.6,-0.9
GC-A act,-5,0,nt,-3,3,8,-3,1
hcDAF-12 act,0.8,-0.7,0.2,-1.4,-0.8,-2.2,-0.8,-1.3
PG9 binder,-1.6,0.2,2.0,0.2,-0.2,-0.1,-0.4,2.6
hgDAF12 agonist,-1.9,0.9,0.2,-0.8,0.7,3.9,-1.1,-1.0
ADAM17 inh,45*,1,-2,-7,-6,-316,0,-4
DAX1 inh-2,-1.6,-2.3,-0.6,1.2,0.0,-1.8,nt,0.3

25. Cc1cccc(C(=O)NCc2nnc(SCC(=O)N3CCN(c4ccccc4)CC3)n2C)c1
26. CN(CC(=O)Nc1ccccc1C(F)(F)F)C(=O)C1CCN(C(=O)c2ccc(Cl)cc2)CC1
27. CCOC(=O)CSc1nnc2n1C(C)(C)Cc1ccccc1-2
28. O=C(O)Cc1ccc(NC(=O)c2ccc(NC(=O)c3ccco3)cc2)cc1
29. CN(C(=O)c1ccc(NC(=O)Cc2cccc(NC(=O)C3CCN(C(=O)CCc4ccccc4)CC3)c2)cc1)C1CC1
30. Nc1c(C(=O)CSc2n[nH]c(-c3ccccc3)n2)c(=O)[nH]c(=O)n1C1CC1
31. CCCCN1C(=O)c2ccccc2C1C(=O)NC1CCCC1 (stereo not drawn)
32. CCOC(=O)[C@]12CCCC3=C1N(CCC3)C(=O)[C@@H](CC(=O)N1CCC(c3ccccc3)CC1)C2
screen / no.,25,26,27,28,29,30,31,32
ADAM10 inh,1,0,-16,9,-12,-15,2,-2
GAA850 FXN act,-5.4,-0.5,0.1,-0.2,nt,4.0,3.1,nt
DAX1 inh-1,-1.0,1.4,0.2,-0.1,0.5,-1.0,0.8,-1.7
SMARCA2 activ,2,-1,-4,4,-3,0,-1,-2
ssDAF12 agonist,-0.8,-0.7,-1.0,-0.9,-1.0,-1.1,-1.6,-1.3
GC-A act,-2,-2,4,2,3,-3,3,0
hcDAF-12 act,-1.3,-0.6,-1.5,-1.4,-1.4,1.2,-2.2,-3.6
PG9 binder,-0.4,1.0,0.3,-1.1,0.1,0.5,-0.5,nt
hgDAF12 agonist,2.0,-0.9,0.2,2.2,-3.6,0.3,0.1,0.5
ADAM17 inh,-3,-3,-4,-3,-1,0,1,-3
DAX1 inh-2,3.6,-0.7,1.2,-0.1,nt,-0.8,-0.4,nt

33. Cc1ccc(C)c(NC(=O)CSc2nc3c(c(=O)n2C)SC(C)C3)c1 (stereo not drawn)
34. O=C(Nc1nnc(C2CC2)s1)C1COc2ccccc2O1 (stereo not drawn)
35. Cn1cc([N+](=O)[O-])c(C(=O)NC2CCCCCCC2)n1
36. COCCc1ccc(OC2(C)CCN(Cc3cccn3-c3nccs3)C2)cc1 (stereo not drawn)
37. COC(=O)c1cccc(NC(=O)Cc2ccc(OC)cc2)c1C
38. CC(=O)Nc1cccc(NC(=O)CS(=O)(=O)c2cn(CC(=O)N3CCOCC3)c3ccccc23)c1
39. CCCCc1c(O)nc(SCC(=O)N2CCCCC2)n(-c2ccccc2C)c1=O
40. COc1ccccc1-c1cnc(C(O)c2ccc(C)cc2C)[nH]1 (stereo not drawn)
screen / no.,33,34,35,36,37,38,39,40
ADAM10 inh,-3,5,-3,-11,-1,-3,-2,-8
GAA850 FXN act,0.0,2.7,2.1,1.3,-1.2,-0.3,-1.1,-1.3
DAX1 inh-1,-0.6,5.7*,-1.1,-0.6,-0.5,0.0,-0.1,-0.6
SMARCA2 activ,-3,12*,-3,-5,3,-1,-2,-3
ssDAF12 agonist,-1.4,-0.8,-1.5,-0.9,-1.0,-1.0,-1.2,-1.9
GC-A act,-3,2,3,0,-5,2,1,-1
hcDAF-12 act,-0.8,3.0,1.8,-0.3,-0.8,-1.7,-0.6,0.4
PG9 binder,0.5,-0.4,-0.5,2.3,-2.7,-0.9,-1.7,-0.8
hgDAF12 agonist,-3.1,12*,-2.5,-2.5,-0.8,-0.1,1.3,0.8
ADAM17 inh,0,-1,-5,4,-2,-5,2,-6
DAX1 inh-2,1.3,1.5,-0.8,nt,-1.2,0.8,2.2,nt

41. CCn1ncc(S(=O)(=O)Nc2cccnc2)c1C
42. CCCC1CCC2(CCC(=O)N2CCO)CC1 (stereo not drawn)
43. O=S(=O)(Cc1ccc(Cl)cc1)NCc1ccc2c(c1)OCO2
44. COC(=O)c1sc(N2C(=O)C(O)=C(C(=O)c3ccc(C)o3)C2c2ccc(OC)c(OC)c2)nc1C (stereo not drawn)
45. CCOc1ccc(-c2[nH]ncc2-c2ccccc2)c(O)c1
46. Cc1cc(NC(=O)c2ccc3sc([C@@H]4O[C@H](CO)[C@H](O)[C@H](O)[C@H]4O)nc3c2)n(C)n1
47. COc1ccc(N2CC(C(=O)NC3CCCCC3)CC2=O)cc1 (stereo not drawn)
screen / no.,41,42,43,44,45,46,47
ADAM10 inh,3,-1,4,-10,6,-1,7
GAA850 FXN act,-2.1,nt,0.3,4.2,0.4,0.2,0.4
DAX1 inh-1,-0.6,0.7,-0.3,1.4,-1.2,1.0,0.3
SMARCA2 activ,0,-1,2,-1,0,-5,-1
ssDAF12 agonist,-1.0,-1.7,-0.6,-1.4,-1.1,-0.6,-0.8
GC-A act,1,4,0,36,-4,0,0
hcDAF-12 act,1.2,-0.6,0.4,0.6,-0.2,0.4,-0.2
PG9 binder,-0.9,nt,-2.4,-0.2,-3.1,0.3,1.1
hgDAF12 agonist,-0.3,3.8,-2.5,0.7,-0.3,-0.7,0.2
ADAM17 inh,2,0,1,-1,1,-1,0
DAX1 inh-2,-0.1,nt,-0.3,-0.8,-0.6,nt,0.2
